EPAC1 agonist: activates human EPAC1 exchange factor; Potency, µM (doses to about 154 µM), inactives show top-dose activation, most hits filed as activators; AID 720707; actives 0.073% (n = 360,000); EPAC1 agonist qHTS, biochemical assay; response scale: 100% = response to 6.5 mM cAMP; O95398; also: potency is read from the fitted curve at half-maximal effect; nearly all actives have a fitted effect of over 60% in size
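Fluorescent GDP-exchange assay: 100 nM EPAC1 with 250 nM Rap1B preloaded with BODIPY-GDP and 50 uM GDP; compounds tested as concentration series, 5 min at room temperature, then read every 5 min for 30 min (ex 480/em 540 nm); normalized to 6.5 mM cAMP.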
EPAC1 antag: blocks human EPAC1 exchange factor; AID 720709; actives 0.14% (n = 360,000); EPAC1 GEF assay, Rap1b-BODIPY-GDP exchange fluorescence; Potency, µM (titrated, usually from 115 µM), inactives show at the highest dose activity change, negative = inhibition, actives largely listed as inhibitors;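 also: potency is read from the fitted curve at half-maximal effect; plate controls were vehicle for no effect and positive control for full effect; nearly all actives have a fitted effect of over 50% in size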
EPAC2 antag: EPAC2 (human) antagonism; Q8WZA2; EPAC2 GEF exchange of Rap1B-BODIPY-GDP, fluorescence; Potency, µM (doses to about 114 µM), without a hit: top-dose activity, negative = inhibition, actives largely listed as inhibitors; actives 0.18% (n = 360,000); AID 720708; also: potency is read from the fitted curve at half-maximal effect; % is scaled to controls: 0 for no effect and ±100 for the full control effect; nearly all actives have a fitted effect of over 45% in size; many of its hits are not listed in these tables
MmCpn inh: inhibitors of Methanococcus maripaludis chaperonin (MmCpn); purified Mm-Cpn ATPase, ADP Transcreener TR-FRET; Potency, µM (highest dose often 76.9 µM), for the others: top-dose activity, negative = inhibition, hits mostly inhibitors; actives 0.031% (n = 330,000); AID 504842; also: potency is read from the fitted curve at half-maximal effect; % is scaled to controls: 0 for no effect and ±100 for the full control effect; nearly all actives have a fitted effect of over 80% in size
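Purified archaeal chaperonin (25 nM final) was preincubated with compound for 10 min at 37°C, then ATP (10 uM final) was added for 30 min at 37°C in Tris pH 7.4/KCl/MgCl2/DTT buffer. ADP was quantified by HTRF Transcreener TR-FRET.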
PLK1 PBD block: inhibitors of human PLK1 polo-box domain binding; P53350; Plk1 PBD binding of FITC phosphopeptide, fluorescence polarization; Potency, µM, for the others: max response, negative = inhibition, actives largely listed as inhibitors; actives 2.8% (n = 360,000); also: potency is read from the fitted curve at half-maximal effect; series mostly up to about 57 µM; % is scaled to controls: 0 for no effect and ±100 for the full control effect; nearly all actives have a fitted effect of over 65% in size
Target sequence (P53350 whole entry, looked up, the tested form may be a part): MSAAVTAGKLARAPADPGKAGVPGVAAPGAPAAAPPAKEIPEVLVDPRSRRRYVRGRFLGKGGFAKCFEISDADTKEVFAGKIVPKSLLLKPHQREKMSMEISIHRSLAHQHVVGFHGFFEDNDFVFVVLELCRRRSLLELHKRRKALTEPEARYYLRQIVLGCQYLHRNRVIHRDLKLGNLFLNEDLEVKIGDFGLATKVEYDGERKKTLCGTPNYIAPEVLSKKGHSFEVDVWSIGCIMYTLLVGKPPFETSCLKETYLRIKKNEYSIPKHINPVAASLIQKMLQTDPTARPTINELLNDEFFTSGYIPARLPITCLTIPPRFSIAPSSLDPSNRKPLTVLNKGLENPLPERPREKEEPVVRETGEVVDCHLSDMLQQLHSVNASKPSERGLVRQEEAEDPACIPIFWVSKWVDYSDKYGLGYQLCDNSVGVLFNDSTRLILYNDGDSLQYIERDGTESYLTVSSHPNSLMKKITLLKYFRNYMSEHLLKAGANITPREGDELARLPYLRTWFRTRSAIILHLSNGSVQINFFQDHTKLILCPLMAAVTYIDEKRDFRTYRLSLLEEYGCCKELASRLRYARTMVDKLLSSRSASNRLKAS
PI5P4K alpha inh: blocks human PI5P4K alpha kinase activity; max response, %; PI5P4Kalpha enzyme, ADP-Glo luminescence, 60 min; hits give low values; actives 1.2% (n = 330,000); P48426; active = max response of -50% or lower; inconclusive = between -30% and -50%; inactive = -30% or higher; also: value at the top dose of about 77 µM; % is scaled to controls: 0 for no effect and ±100 for the full control effect
Target sequence (P48426 whole entry, looked up): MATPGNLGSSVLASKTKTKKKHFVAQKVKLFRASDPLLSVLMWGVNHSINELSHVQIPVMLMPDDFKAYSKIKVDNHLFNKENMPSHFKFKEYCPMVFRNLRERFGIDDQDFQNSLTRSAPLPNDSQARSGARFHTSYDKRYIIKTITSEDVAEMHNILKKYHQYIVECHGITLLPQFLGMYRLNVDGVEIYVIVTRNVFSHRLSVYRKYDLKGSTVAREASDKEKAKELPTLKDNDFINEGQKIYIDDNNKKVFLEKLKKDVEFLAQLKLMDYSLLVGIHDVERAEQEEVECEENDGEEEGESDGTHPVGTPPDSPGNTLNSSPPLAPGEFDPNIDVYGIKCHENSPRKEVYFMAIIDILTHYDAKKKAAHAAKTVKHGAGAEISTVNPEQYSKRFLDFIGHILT
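Controls without substrate or without enzyme flank wells where PI5P4Kalpha converts substrate using 5 microM ATP (final). Incubation lasts 60 minutes at room temperature; ADP formed is read by ADP-Glo luminescence.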
WRN helicase inh: blocks human WRN helicase. Q14191. WRN helicase unwinding, fluorescent forked duplex, kinetic. Potency, µM (highest dose often 114 µM), inactives show at the top dose activity change, negative = inhibition, usual class: inhibitors. actives 0.46% (n = 360,000). AID 651768; also: potency is read from the fitted curve at half-maximal effect; % is scaled to controls: 0 for no effect and ±100 for the full control effect; nearly all actives have a fitted effect of over 55% in size
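WRN at 20 nM final preincubated with compound 15 min at room temperature; reaction started with 100 nM fluorophore/quencher forked duplex oligonucleotide and 2 mM ATP final. Unwinding followed kinetically by red fluorescence (ex 525, em 598 nm).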
CCT modulator: changes cytosolic chaperonin activity. purified chaperonin ATPase assay, HTRF ADP detection, 30 min. activity change, % (test concentration not listed), hits read low. actives 0.3% (n = 360,000). AID 651819; in the data active = activity change below about -30%; also: % is scaled to controls: 0 for no effect and ±100 for the full control effect
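ATPase activity: ADP formed was measured by HTRF Transcreener (665/615 nm ratio) after 30 min at 37 deg C with 10 uM ATP. Compounds screened at one 76 uM concentration against 40 or 20 nM TRiC in Tris pH 7.4/KCl/MgCl2/DTT buffer.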
The depositor's hits bear a star; ? = inconclusive; · = no result given; [ ] = remark or other dose. Unless noted, calls follow the shape of the dose curve; as a rule, active = well fitted curve in the direction sought with a large enough effect; inconclusive = small, poorly fitted or top-dose-only effect, or another doubt; inactive = no such curve, though single readings can be large; an effect the other way counts as inactive or inconclusive. The list is partial; the hit share may differ from the screen's.

| mol | EPAC1 agonist | EPAC1 antag | EPAC2 antag | MmCpn inh | PLK1 PBD block | PI5P4K alpha inh | WRN helicase inh | CCT modulator |
| --- | --- | --- | --- | --- | --- | --- | --- | --- |
| CN(C)S(=O)(=O)c1ccc(NC(=O)/C=C/c2ccccc2Cl)cc1 | 0.1% | 18.0% | -0.4% | -24.3% | 7.0% | -5.5 | -27.3%[57.1 µM] | -2.5 |
| COCc1cc(C)n(CC(=O)NCC2CCCO2)c(=O)c1C#N (configuration not stated) | 2.0% | -4.3% | 2.0% | 2.7% | 0.8% | 5.5 | 11.7% | -0.5 |
| Cc1n[nH]c(=O)c2c(NC(=O)CSc3nc4ccccc4c(=O)n3C(C)C)oc(C)c12 | -10.9% | -19.1% | 3.7% | 0.9% | -7.2% | 2.2 | -2.7% | -3.9 |
| CC1(C(=O)Nc2ccc3c(c2)OCCO3)CN(S(C)(=O)=O)CC(=O)N1Cc1ccco1 (configuration not stated) | 10.3% | -8.3% | 0.1% | · | -15.3% | 8.0 | -0.4% | · |
| COc1ccc2c(C)c(C(=O)NCC(C)O)oc2c1OC (configuration not stated) | 3.3% | 0.6% | 10.0% | -7.0% | -2.9% | 0.8 | -7.8%[57.1 µM] | -1.7 |
| CN(CC(=O)N1CCN(c2ncccn2)CC1)S(=O)(=O)c1ccc(Cl)cc1 | -0.2% | -4.2% | 0.9% | 0.6% | -16.1% | 2.7 | -9.8% | -0.3 |
| Cc1ccc(NC(=O)NC(=O)CN2C(=O)NC3(CCc4ccccc43)C2=O)c(C)c1 (configuration not stated) | 5.6% | -3.1% | -7.1% | -2.0% | -1.3% | · | -8.1% | 1.2 |
| O=C(NC1CCCCCC1)c1ccc([N+](=O)[O-])s1 | -2.8% | -12.5% | 4.0% | -1.4% | 0.6% | -21.8 | -0.6% | 1.4 |
| COc1nc(-c2ccccc2)ccc1-c1noc(-c2cccs2)n1 | 3.3% | 0.0% | 1.6% | · | 3.7% | 9.1 | -14.6% | 1.0 |
| O=C(CN1CCN(S(=O)(=O)/C=C/c2ccccc2)CC1)NCC(F)(F)F | 15.7% | 11.8% | -1.9% | 2.0% | -6.4% | -9.3 | -2.9% | 0.2 |
| CCn1cc(C(=O)NCCC(=O)NC(C)C)c(=O)c2cc3c(cc21)OCO3 | 15.9% | -10.9% | 1.3% | -1.2% | 1.5% | -0.2 | -2.1% | -1.1 |
| Cc1cc(C)c(-c2csc(NC(=O)C3=COCCO3)n2)cc1C | -6.0% | -18.3% | -4.4% | ? | 0.2% | 7.1 | -11.1% | 2.8 |
| C=CC[C@@H](CC(=O)N(CCO)Cc1ccccc1)C(=O)N[C@H](COC(=O)[C@@H](CC=C)Cc1ccc(F)cc1)C(C)(C)C | -21.7% | -28.3% | -20.8% | -1.1% | -2.1% | 9.8 | -11.7% | -0.3 |
| COc1cccc(CN(C)C(=O)c2cc(-c3cccs3)nc3ccccc23)c1 | 19.3% | -9.6% | 2.1% | -0.4% | -7.5% | -10.3 | -27.9% | -0.1 |
| Cc1ccc(S(=O)(=O)NCc2ccccc2)cc1C(=O)NCc1ccncc1 | -2.7% | -1.2% | 5.7% | · | -2.2% | 0.9 | -1.9% | 0.1 |
| Cc1ccc(NC(=O)c2cccs2)cc1NC(=O)c1cccnc1 | 3.0% | 0.4% | 1.6% | 0.8% | -0.1% | 2.2 | 8.0% | -1.8 |
| Cc1cccc(C(=O)N/N=C2\CS(=O)(=O)N(C)c3ccsc32)c1 | -5.8% | -6.3% | 15.4% | 0.1% | 0.7% | 1.1 | -7.9% | -2.1 |
| O=C(COC(=O)c1cc[n+]([O-])cc1)Nc1cccc(Cl)c1Cl | 1.4% | -1.3% | 18.0% | 0.9% | -4.8% | -2.2 | 6.2% | -2.9 |
| COc1ccc(N2C(=O)C3C(c4ccc(OC)cc4O)NC(Cc4ccccc4)(C(=O)O)C3C2=O)cc1 (configuration not stated) | 4.0% | -17.2% | -6.3% | -0.3% | -14.2% | 0.2 | -2.0% | -2.1 |
| O=C(Nc1ccccc1C(=O)O)c1ccc(NC(=O)C2CC2)cc1 | 8.2% | -1.0% | -2.1% | 1.4% | -4.8% | -24.7 | ? | -2.2 |
| Cc1noc(C)c1S(=O)(=O)Nc1ccc(C(=O)N2CCN(c3ccc(F)cc3)CC2)cc1 | 11.0% | -7.2% | 2.4% | -3.5% | -0.1% | -0.1 | -3.9% | 1.1 |
| CCOc1ccc(Oc2ccc(Cl)cc2N)cc1 | -1.1% | -20.9% | -17.0% | 0.5% | -1.7% | -2.9 | 3.3% | -2.3 |
| CN(C)/C=C/C(=O)c1ccc(Br)s1 | -0.5% | ? | -7.4% | -1.1% | -16.3% | ? | 0.0%[11.6 µM] | -3.0 |
| COc1cccc(CNC(=O)C(C(=O)NCc2cccc(OC)c2)c2ncc(C(F)(F)F)cc2Cl)c1 | -9.8% | -1.7% | -11.9% | 0.8% | -15.0% | 6.7 | -1.3% | -3.2 |
| O=C(Oc1ccc2c3c(c(=O)oc2c1)CCC3)c1ccco1 | 10.4% | 6.1% | 3.6% | -2.7% | -14.3% | · | -3.8% | 1.3 |
| COc1cccc(C(=O)C2=NN(C(C)=O)CC2c2ccco2)c1 (configuration not stated) | 8.7% | 9.2% | ? | -1.7% | -20.1% | -1.0 | -34.8% | 0.0 |
| CC(C)(C)c1cc[n+](-c2[nH]c(=O)sc2/C=N/NC(=O)c2ccccc2[O-])cc1 | -2.3% | 12.3% | 20.2% | -4.6% | ? | -18.7 | -24.3% | -4.1 |
| COc1cccc(-c2nnc(SCc3nc4ccccc4s3)n2C)c1 | -6.2% | -1.2% | 11.7% | 1.0% | -2.3% | 0.8 | -21.8%[57.1 µM] | -4.9 |
| NC(=O)c1cnccc1C=Cc1ccccc1 | 15.5% | -0.7% | 12.9% | · | 3.6% | 5.6 | -19.7% | -1.9 |
| CCOc1cc(/C=N/NC(=O)C(C)Sc2ccccn2)ccc1O (configuration not stated) | -2.3% | 5.7% | 11.6% | -5.6% | -2.0% | 0.8 | -19.3% | 0.0 |
| O=C(Nc1ccc2c(c1)OCCO2)C1CCN(c2ncccn2)CC1 | 1.3% | -0.7% | -8.9% | 3.5% | ? | 0.8 | -11.5% | 0.3 |
| COc1ccc(-c2nn(-c3ccccc3)cc2/C=C/C(=O)NCCCn2ccnc2)cc1OC | -1.1% | 5.5% | -8.5% | -1.4% | -8.1% | -2.7 | 5.4% | -4.0 |
| O=C1NCCN/C1=C\C(=O)c1ccc(Cl)cc1 | 6.5% | 12.5% | -0.9% | 0.9% | -8.2% | -3.5 | -21.2% | -0.5 |
| CN1CCN(c2nc3c(c(=O)n(C)c(=O)n3C)n2CCSc2nnnn2-c2ccccc2)CC1 | 3.1% | -5.5% | -0.4% | 3.7% | -7.7% | -4.7 | -12.0% | -1.8 |
| C=CCOc1c(Br)cc(/C=C(\C#N)C(N)=O)cc1OC | -5.9% | 16.5% | -8.0% | -10.3% | 2.7% | -14.2 | -1.3% | -2.5 |
| C[C@]12c3[nH]c4ccccc4c3CCN1C(=O)C(CC(=O)NCc1ccco1)C[C@@H]2C(=O)N1CCOCC1 (some centres not stated) | 3.2% | 5.0% | 19.9% | 2.3% | 3.3% | -0.6 | 2.1% | 0.5 |
| Cc1ccc(S(=O)(=O)N2C3CCCCC3O[C@H]2CC(=O)c2cccc3ccccc23)cc1 (some centres not stated) | 16.7% | -8.0% | 0.4% | · | -9.3% | -2.3 | -9.8% | · |
| CCNC1CCS(=O)(=O)C1 (configuration not stated) | 7.1% | 15.6% | 0.4% | 3.5% | -12.2% | 0.0 | 3.9% | -1.8 |
| CCCn1c(SCc2nc(-c3cccs3)no2)nnc1-c1ccncc1 | 4.5% | -4.9% | -3.0% | -0.1% | 0.0% | · | -6.1% | 1.0 |
| CCC(=O)NNc1ncnc2c1cnn2-c1cccc(C)c1 | -2.1% | 5.5% | 2.5% | 1.0% | -11.6% | -2.8 | 1.9% | 3.1 |
| CC1CCc2sc(C(=O)OCC(=O)NC(C)C)cc2C1 (configuration not stated) | 6.1% | 22.7% | -2.3% | 0.6% | -14.7% | 1.5 | 3.9% | -0.6 |
| CCN(CC)C(=O)COCc1cc(-c2ccc3c(c2)OCO3)on1 | -1.3% | -14.1% | 6.2% | 0.1% | -3.4% | -4.5 | 1.7% | -3.8 |
| CCOc1ccc(/C=N/NC(=O)c2nnn(-c3nonc3N)c2COc2ccc(F)cc2)cc1 | 3.0% | -6.7% | -0.4% | -1.6% | -1.1% | -8.0 | -12.8% | -4.9 |
| N#CC1=C(N)N=C(SCc2ccccc2)C(C(N)=O)C12CCCCC2 (configuration not stated) | -11.2% | 17.6% | 2.2% | 0.2% | -3.1% | · | 4.0% | 0.5 |
| O=C(COC(=O)c1cc(Br)ccc1Cl)NC1CCCC1 | -6.8% | 1.3% | -1.7% | 0.6% | -14.5% | 1.7 | -3.7% | -3.5 |
| CC(=O)N1c2c(cc(Br)cc2S(=O)(=O)Nc2c(C)n(C)n(-c3ccccc3)c2=O)CC1C (configuration not stated) | 7.4% | -0.3% | 9.6% | 0.9% | -7.4% | 1.3 | -6.0% | -41.3* |
| CCn1c2ccccc2c2nnc(SCN3C(=O)c4ccccc4C3=O)nc21 | 6.9% | -1.8% | -16.5% | · | -6.2% | 0.2 | -12.7% | -2.9 |
| O=C1SCCc2c1n(Cc1ccccc1)c1ccccc21 | 18.8% | -0.8% | 1.8%[57.1 µM] | -16.9% | -5.8% | 9.8 | -9.7% | 1.3 |
| C=CCNC(=S)N/N=C1\CCS(=O)(=O)c2ccccc21 | 1.4% | -2.3% | 7.9% | 0.5% | -1.1% | -8.7 | -1.4% | -3.1 |
| CCOC(=O)Cn1c(=S)[nH]c2c(oc3ccc(Cl)cc32)c1=O | 9.3% | 3.9% | -1.2% | -2.0% | -13.1% | -16.1 | -10.3% | 0.9 |
| CCO[C@@H]1OC(C(N)=O)=C[C@H](c2coc3ccccc3c2=O)[C@H]1CCCO | -11.8% | 7.3% | 2.9% | -0.5% | 0.6% | 2.7 | 5.0% | -3.1 |
| O=C(NCc1ccco1)C(c1ccncc1)N(C(=O)Cn1nnc2ccccc21)c1ccccc1F (configuration not stated) | 0.1% | 6.8% | 1.3% | -3.4% | -6.5% | -5.4 | -3.5% | -1.8 |

Bioassay records as filed in PubChem BioAssay.
